JMJD2C inh: inhibitors of human GASC-1 (JMJD2C) demethylase | Q9H3R0 | GST-JMJD2C(1-420) H3K9me3 demethylation, DELFIA europium | inhibition, % at 2.35 µM | 330,000 compounds, 0.069% hits | AID 2099;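 active means more than half of a compound's replicate wells show inhibition beyond 50%, single wells judged on their own value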;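 further: signal counts dimethyl H3K9 product captured on neutravidin plate; 0% = median of DMSO wells and 100% = 0.3 times that DMSO median; strong numbers were not always called active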
LYPLA2 inh: LYPLA2 (human) inhibition in PME1 counter-screen; O95372; recombinant LYPLA2, FP-Rh probe fluorescence polarization; inhibition, % at 5.9 µM; 320,000 compounds, 0.38% hits; AID 2177;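 active means inhibition above the screen-wide mean plus 3 SD, limit set per campaign, cut at about 26% in these data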;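 further: 0% = LYPLA2 with DMSO and 100% = wells lacking LYPLA2 enzyme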
Target sequence (O95372 whole entry, looked up): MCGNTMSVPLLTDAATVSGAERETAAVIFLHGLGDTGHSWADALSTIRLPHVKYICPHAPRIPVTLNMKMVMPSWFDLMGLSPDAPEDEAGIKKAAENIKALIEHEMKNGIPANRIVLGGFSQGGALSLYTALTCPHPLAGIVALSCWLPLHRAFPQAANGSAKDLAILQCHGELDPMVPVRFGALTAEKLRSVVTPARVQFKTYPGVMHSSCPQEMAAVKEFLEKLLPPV
TPT1 inhibitor: inhibitors of Candida albicans tRNA 2'-phosphotransferase TPT1. recombinant caTPT1, FP RNA substrate dephosphorylation. inhibition, % at 5 µM. 300,000 compounds, 0.81% hits;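 active means inhibition above the mean of all tested compounds plus 3 SD, set per screening campaign, cut at about 24% in these data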;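 further: plate controls were DMSO alone for no effect and ferristatin control at 100 nM for full effect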
PP5 primary: blocks human protein phosphatase 5 activity. P53041. purified PP5c, OMFP substrate fluorescence. inhibition, % at 6.7 µM. 320,000 compounds, 0.18% hits. AID 1987;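 active means inhibition above the campaign's mean inhibition across all tested compounds plus 3 SD, cut at about 9.5% in these data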;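 further: 0% = DMSO only and 100% = 100 µM cantharidin control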
Target sequence (P53041 whole entry, looked up): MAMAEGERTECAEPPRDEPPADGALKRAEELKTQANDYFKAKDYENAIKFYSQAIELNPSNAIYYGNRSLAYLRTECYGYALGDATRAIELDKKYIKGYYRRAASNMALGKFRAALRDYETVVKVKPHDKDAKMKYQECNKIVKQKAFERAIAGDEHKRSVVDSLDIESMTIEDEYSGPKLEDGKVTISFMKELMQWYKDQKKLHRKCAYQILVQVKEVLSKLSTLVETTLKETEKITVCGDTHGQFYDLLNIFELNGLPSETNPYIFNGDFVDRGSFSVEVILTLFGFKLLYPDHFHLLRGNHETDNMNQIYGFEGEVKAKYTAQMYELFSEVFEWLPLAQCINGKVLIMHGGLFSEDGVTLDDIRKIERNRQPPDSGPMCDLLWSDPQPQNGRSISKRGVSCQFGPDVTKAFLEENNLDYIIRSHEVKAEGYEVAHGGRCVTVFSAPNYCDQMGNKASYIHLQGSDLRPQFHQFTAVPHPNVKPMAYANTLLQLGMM
HCV core dimer: HCV core protein dimerization inhibition. 300,000 compounds, 0.33% hits. inhibition, % at 5 µM. TR-FRET GST/Flag-core106 dimerization, 1536-well;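 active means inhibition above the mean of all tested compounds plus 3 SD, set per screening campaign, cut at about 45% in these data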
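assay system = GST-tagged and Flag-tagged HCV core protein residues 1-106 | controls = unlabelled core106 and no-GST-core106 wells | incubation = compound-protein-antibody incubation 4 h at 22.5 °C | probe or stimulus = Eu donor and XL665 acceptor anti-tag antibodies | read-out = % inhibition based on acceptor/donor emission ratio | signal = TR-FRET 671 and 617 nm emission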
PREPL inhibitor: human PREPL enzyme inhibition | Q4J6C6 | inhibition, % at 5.96 µM | recombinant PREPL, fluorescence polarization activity-based probe | 320,000 compounds, 0.68% hits | AID 2751; in the data active means inhibition above about 43%;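 further: 0% = enzyme with DMSO and 100% = wells lacking enzyme; many of its hits are not listed in these tables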
CTSL1 counter: cathepsin L1 inhibition, PFM18AAP counter-screen; 300,000 compounds, 0.49% hits; AID 1906; inhibition, % at 5.96 µM; recombinant F. hepatica cathepsin L1, Z-Leu-Arg-MCA fluorescence;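 active means inhibition above the mean of all tested compounds plus 3 SD, set per screening campaign, cut at about 17% in these data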;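 further: 0% = plate median of test compound wells and 100% = 1 µM Z-Phe-Ala-diazomethylketone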
PP1 inh: blocks human PP1-alpha phosphatase, a PP5 counter-screen; P62136; inhibition, % at 6.7 µM; 320,000 compounds, 0.9% hits; purified PP1alpha, OMFP fluorescence;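 active means inhibition above the mean inhibition of all tested compounds plus 3 SD, computed separately for each screening campaign, cut at about 15% in these data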
Target sequence (P62136 whole entry, looked up): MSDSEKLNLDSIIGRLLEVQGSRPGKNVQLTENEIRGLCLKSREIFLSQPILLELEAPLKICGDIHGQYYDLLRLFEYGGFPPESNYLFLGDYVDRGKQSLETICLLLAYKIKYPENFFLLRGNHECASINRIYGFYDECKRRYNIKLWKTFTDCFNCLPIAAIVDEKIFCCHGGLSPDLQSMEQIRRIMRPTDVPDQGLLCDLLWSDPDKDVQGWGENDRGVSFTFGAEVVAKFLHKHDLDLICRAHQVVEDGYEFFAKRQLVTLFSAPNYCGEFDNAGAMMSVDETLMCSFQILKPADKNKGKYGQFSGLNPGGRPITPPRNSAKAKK
Efflux pump inh: inhibitors of Candida antifungal efflux pumps expressed in yeast. S. cerevisiae Candida pump triplex, Nile Red efflux. inhibition, % at 10 µM. 330,000 compounds, 0.44% hits;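 active means plate passing quality check with inhibition over a set limit, or well fluorescence over plate mean plus 4 SD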;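 further: Nile Red retained in pooled yeast measured as flow cytometry median fluorescence; 0% = buffer negative control and 100% = Enniatin B positive control; higher means more Nile Red kept so more efflux inhibition; some compounds called inactive have numbers as strong as hits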
Starred values were filed as active, the others as inactive; x = no result given. Some of the compounds tested (hit frequency here may not be typical).

Second line of a record – JMJD2C inh	LYPLA2 inh	TPT1 inhibitor	PP5 primary	HCV core dimer	PREPL inhibitor	CTSL1 counter	PP1 inh	Efflux pump inh
Cc1cc(NS(=O)(=O)c2ccc(NC(=O)C(C)Oc3ccccc3Cl)cc2)no1 (stereo not given)
  11.8	3.2	-0.3	4.2	7.0	2.3	2.4	-0.6	0.1
CC1CCCC(C)N1S(=O)(=O)c1ccc(NC(=O)c2ccccc2C(=O)N2CCOCC2)cc1 (stereo not given)
  25.3	5.2	2.4	-0.5	2.3	-0.9	-3.1	-3.1	0.1
CC(C)CCc1noc(CN2CCC(CCN3CCCC3=O)CC2)n1
  7.2	1.7	-2.9	0.5	-4.2	2.8	-4.1	0.5	0.0
Cc1cccc(NC(=S)N2CCC(NC(=O)C3CCCCC3)CC2)c1
  0.7	-7.9	0.3	-0.2	-16.5	0.8	1.0	-0.6	-0.1
Cc1cc(C)n2[nH]c(=O)c(N=Nc3ccccc3)c2n1
  7.4	-10.6	2.5	3.1	-21.3	7.5	5.9	1.9	0.0
CCCn1c(=O)[nH]c(=O)c2c1nc(-c1ccccc1OC(F)F)n2CCOC
  56.2	0.5	-2.8	0.0	0.6	-6.6	-2.2	-4.1	0.0
Cn1cnc([N+](=O)[O-])c1SCC(=O)NN
  -4.3	2.8	0.9	1.6	-0.8	-3.8	-0.6	-1.8	0.0
Cc1cc(C)c(NC(=O)C2c3ccccc3Oc3ccccc32)c(C)c1
  -10.8	2.8	-5.6	0.3	-2.1	-4.2	-1.2	-2.0	-0.1
CCOC(=O)C(=CNc1cc(C)nn1-c1ccc(C)cc1)C(=O)OCC
  1.7	5.7	-2.6	1.1	-2.6	-2.2	0.9	-0.6	-0.1
O=C(/C=C/c1ccccn1)c1cc(Cl)cc(Cl)c1O
  10.2	3.2	0.0	1.0	8.8	-6.0	-0.2	2.1	-0.1
CCOC(=O)C1C(c2cccnc2)NC(=O)NC1(O)C(F)(F)F (stereo not given)
  -2.5	3.5	-6.9	1.4	-1.9	13.8	1.3	-6.0	0.0
O=C(N/N=C/c1cccnc1)/C(=C\c1cccs1)NC(=O)c1ccccc1
  1.9	-0.8	-8.1	-8.6	-8.8	15.7	9.5	-5.2	0.0
CN(CC(=O)Nc1ccc(Br)cc1)Cc1ccccc1
  0.9	-1.6	3.7	-1.4	7.1	-68.3	0.4	-4.8	-0.1
CC(C)OC(=O)C1=C(N)N2C(=O)CSC2=C(C(=O)OC(C)C)C1
  -66.7	4.2	13.1	0.3	-1.1	18.4	2.5	4.1	0.0
Cc1ccc(C)c(C(=O)CN2C(=O)CCC2=O)c1
  3.7	7.9	-2.9	2.1	15.9	-10.8	-6.0	0.0	-0.3
C=CCNC(=O)c1ccc2c3n(nc2c1)-c1ccccc1CO3
  -0.5	2.6	-1.6	1.4	-6.1	5.2	-0.2	2.0	-0.1
O=C(c1ccncc1)N1CCN(C(=O)c2cccc3ccccc23)CC1
  0.1	-8.5	0.1	1.0	1.7	13.7	2.2	-0.4	-0.1
CCC(CC)NC(=O)CC(c1ccccc1)c1ccccc1
  8.0	0.4	3.8	0.2	1.0	13.7	-0.9	1.9	0.3
COCCCNS(=O)(=O)c1ccc2c3c(cccc13)C(=O)S2
  5.6	-1.4	1.0	-1.6	0.7	4.8	2.3	-3.1	0.0
Cn1ncc(Cl)c1C(=O)N/N=C/c1cccc(OC2CSC2)c1
  -21.1	-8.8	-0.2	2.7	-5.1	12.2	-0.7	-2.2	0.4
Cc1ccccc1Sc1ncccc1[N+](=O)[O-]
  -12.3	-0.9	-2.4	-2.4	-3.8	-1.5	-1.2	-2.7	0.4
COC(=O)c1cccc(NS(C)(=O)=O)c1C
  -3.0	1.8	0.4	1.5	-2.5	5.0	-1.9	1.8	0.1
O=C1CSC(c2ccccn2)N1c1cccc(Cl)c1 (stereo not given)
  -14.2	3.5	0.2	-0.1	-5.6	5.3	-5.3	1.2	0.2
Cc1ccc([N+](=O)[O-])cc1NC(=O)C(C)N1CCCCC1 (stereo not given)
  -7.7	0.1	-0.8	-1.9	-7.2	20.8	-2.5	-1.5	0.0
CCS(=O)(=O)N1CCCC(C(=O)NC2CCCC2)C1 (stereo not given)
  0.2	4.5	3.2	4.4	-1.9	15.4	-4.7	13.3	0.3
COc1ccccc1NC(=O)CSc1nnc(CSc2nc(C)cc(C)n2)o1
  -8.6	2.9	2.2	-3.4	3.0	-2.6	-5.9	2.5	-0.1
CC(OC(=O)c1ccc(S(=O)(=O)NCc2ccco2)cc1)C(=O)Nc1ncc(Cl)cc1Cl (stereo not given)
  9.6	-1.6	1.7	1.9	3.4	5.6	-12.2	-1.9	0.1
CCOCCCNC(=O)CN1C(=O)COc2ccc(S(=O)(=O)N3CCCCCC3)cc21
  7.0	13.2	-0.5	-4.6	-8.8	10.7	1.6	-4.1	0.0
CSc1nsc(SCC(=O)N2CCCCC2)n1
  2.4	-1.0	-3.0	-0.5	1.3	3.2	1.7	-6.2	0.0
O=C(NC(NC(=S)Nc1cc(Cl)ccc1Cl)C(Cl)(Cl)Cl)c1ccco1 (stereo not given)
  0.1	-48.9	-1.3	3.8	4.7	11.9	-0.8	-1.5	0.0
C=CCNC(=O)c1ccccc1NS(=O)(=O)c1ccccc1
  -2.9	-1.3	7.0	2.9	3.5	6.2	-3.1	10.2	0.1
NC(=O)CC1C(=O)N(c2ccc(F)cc2)C(=O)N1NC(=O)CCc1ccccc1 (stereo not given)
  -1.4	1.1	-1.9	0.8	0.0	7.5	0.6	2.8	0.1
COc1ccc(C(=O)n2nc(-c3ccccc3)nc2N)cc1OC
  17.9	0.6	4.9	2.7	-0.3	-2.5	-2.4	-2.6	-0.1
CCOc1ccccc1OC(C)C(=O)Nc1ccc(S(=O)(=O)N2CCCC2)cc1 (stereo not given)
  -0.1	4.7	-0.2	3.2	0.7	-1.4	-3.1	2.0	-0.1
CCCCNC(=O)[C@H]1C[C@H]1[C@@H](O)[C@H](CO)NC(=O)[C@H](Cc1ccccc1)NC(=O)OC(C)(C)C
  2.5	1.3	0.1	-3.1	2.0	-10.6	6.6	-3.2	0.0
COc1ccc2c(CC(=O)OCC(=O)Nc3cccc(S(N)(=O)=O)c3)coc2c1
  9.2	-1.1	-1.0	1.8	-8.1	-2.8	-10.2	-6.0	0.1
CCOc1cc(/C=N/NC(=O)NN(C)c2ncc(C(F)(F)F)cc2Cl)ccc1O
  5.5	0.1	0.5	2.1	-2.5	-4.1	-2.3	-1.7	-0.2
O=C(Nc1ccccc1)N1N=C(c2cccs2)CC1c1cccs1 (stereo not given)
  10.8	-4.3	1.4	4.2	3.7	6.4	1.4	3.7	0.3
CC(C)(C)NC(=O)c1ccnc(C(C)(C)C)c1
  -7.1	-0.1	0.9	3.3	-2.3	10.8	-0.6	-3.9	0.8
CCN(CC(=O)Nc1c(F)cccc1F)C(=O)C1CC(=O)N(CCc2ccc(OC)c(OC)c2)C1 (stereo not given)
  2.0	-3.9	x	0.2	x	-0.7	x	-2.0	0.0

Grouped by structure, the entries above with an aryl methoxy group (4)
Second line of a record – JMJD2C inh	LYPLA2 inh	TPT1 inhibitor	PP5 primary	HCV core dimer	PREPL inhibitor	CTSL1 counter	PP1 inh	Efflux pump inh
COc1ccccc1NC(=O)CSc1nnc(CSc2nc(C)cc(C)n2)o1
  -8.6	2.9	2.2	-3.4	3.0	-2.6	-5.9	2.5	-0.1
COc1ccc(C(=O)n2nc(-c3ccccc3)nc2N)cc1OC
  17.9	0.6	4.9	2.7	-0.3	-2.5	-2.4	-2.6	-0.1
COc1ccc2c(CC(=O)OCC(=O)Nc3cccc(S(N)(=O)=O)c3)coc2c1
  9.2	-1.1	-1.0	1.8	-8.1	-2.8	-10.2	-6.0	0.1
CCN(CC(=O)Nc1c(F)cccc1F)C(=O)C1CC(=O)N(CCc2ccc(OC)c(OC)c2)C1 (stereo not given)
  2.0	-3.9	x	0.2	x	-0.7	x	-2.0	0.0

(more compounds)
Second line of a record – JMJD2C inh	LYPLA2 inh	TPT1 inhibitor	PP5 primary	HCV core dimer	PREPL inhibitor	CTSL1 counter	PP1 inh	Efflux pump inh
O=[N+]([O-])c1cccnc1Oc1cccnc1
  -4.4	2.7	1.9	1.8	-1.8	-7.9	1.6	-5.8	0.1
CCc1noc(C)c1C(=O)NNC(=O)c1ccc(F)cc1
  -0.1	1.1	-1.3	0.7	-4.6	-1.6	18.8*	-5.4	-0.1
N#CC1=C(N)Oc2n[nH]c(-c3cccs3)c2C1c1ccncc1 (stereo not given)
  -30.8	-4.9	2.3	-0.2	3.0	4.9	3.1	-2.9	-0.1
CC(C)NC(=O)CCCn1cc([N+](=O)[O-])cn1
  0.1	4.0	-1.4	1.1	-0.8	5.1	1.4	-1.9	0.0
Cc1cccc(-n2ncc3c2CCCC3NC(=O)CC(F)(F)F)c1C (stereo not given)
  -3.6	0.3	3.3	2.9	-5.1	9.9	-0.9	-0.3	0.1
CCn1nc(C)cc1C(=O)N1CCCC(C(=O)c2ccc3ccccc3c2)C1 (stereo not given)
  8.0	0.1	-5.1	3.2	-1.3	13.2	2.8	-5.6	-0.2
COc1ccc(OC)c(C2/C(=C(/O)c3ccc(C)cc3)C(=O)C(=O)N2Cc2ccco2)c1 (stereo not given)
  0.0	6.0	-4.3	0.4	3.5	-6.5	-1.7	3.3	0.2
O=C(c1ccc(F)cc1)C1CCN(C(=O)c2ccncc2)CC1
  5.7	1.6	-1.1	0.8	-0.6	2.5	8.8	-5.0	-0.2
COCCn1ccc2c(OCC(=O)NCc3ccc(C)cc3)cccc2c1=O
  20.8	-5.2	-0.9	-2.3	0.5	-7.5	-3.1	-4.6	0.0
Cc1nc2ccc(NC(=O)c3cc(S(=O)(=O)N4CCOCC4)ccc3C)cc2s1
  1.7	-3.6	3.5	1.0	1.9	3.8	-2.9	-0.1	0.0
Cc1cccc(C)c1NC(=O)COC(=O)c1ccccc1O
  -8.8	1.9	0.5	2.4	2.1	0.0	4.0	-2.1	0.3
NC(=O)CC(NC(=O)c1ccccc1)c1ccc(N2CCN(c3ccccn3)CC2)c([N+](=O)[O-])c1 (stereo not given)
  3.2	21.3	-4.0	-0.7	-15.7	12.7	1.6	0.0	-0.2
CCCc1nc(SCC(=O)N2c3ccccc3CC2C)c2c(C)c(C)sc2n1 (stereo not given)
  -3.3	-9.8	0.2	-1.6	5.7	-8.0	0.8	0.6	-0.1
O=C(NCc1cccc(F)c1F)C1CCC(=O)N(C2CCCCCC2)C1 (stereo not given)
  3.5	-5.8	0.6	-0.2	-9.9	15.8	-0.1	-8.0	0.0
O=C(COC(=O)CNC(=O)c1ccccc1F)Nc1ncc(Cl)cc1Cl
  19.9	2.1	x	2.5	x	-2.7	x	-2.1	0.0
CCOC(=O)C1CCN(c2cc3c(cc2NC(=O)c2ccc(F)cc2)n(C)c(=O)n3C)CC1
  -2.3	-1.3	0.1	-2.3	3.0	13.3	-2.3	-3.9	-0.1
O=C(c1ccc2[nH]c(=O)c(=O)[nH]c2c1)N1CCc2ccccc2C1
  7.0	3.3	-1.4	2.1	4.4	23.2	-2.4	1.5	0.4
CCOC(=O)c1nnn(-c2nonc2N)c1-c1ccc(F)cc1
  -11.0	-6.2	0.0	2.3	2.8	-8.0	-2.2	-4.2	-0.1

Bioassay records: PubChem, several laboratories
